EBV gp42 inh: EBV gp42 inhibition; Fluorescence polarization binding assay, mP read-out; inhibition, % (tested at 21.74 µM); 220,000 compounds, 0.42% hits; AID 1085; in the data active means inhibition above about 50%
Target sequence (Q1HVG2 whole entry, looked up): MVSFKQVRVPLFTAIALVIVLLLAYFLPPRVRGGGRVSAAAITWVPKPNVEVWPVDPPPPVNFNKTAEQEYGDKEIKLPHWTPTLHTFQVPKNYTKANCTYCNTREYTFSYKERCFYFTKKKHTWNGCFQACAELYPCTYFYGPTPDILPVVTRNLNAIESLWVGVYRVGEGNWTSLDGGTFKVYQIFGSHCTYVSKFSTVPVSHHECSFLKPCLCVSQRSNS
PPC-1+TRAIL kill: kills PPC-1 cancer cells in the presence of TRAIL | PPC-1 cells + TRAIL, ATPLite viability luminescence | cell killing (% activity), % at 4 µM | 220,000 compounds, 0.41% hits;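 active means cell killing above 50% in the first pass at 4 µM, then a duplicate retest at 5 µM averaging 50% or more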;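 further: plate controls were cells with TRAIL plus DMSO for no effect and medium-only wells lacking cells for full effect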
TRPML3 agonist: agonists of human TRPML3 channel; Q8TDD5; HEK293 TRPML3-YFP, Fluo-8 calcium fluorescence; 100% = the carbachol control signal; activation, % at 3 µM; 220,000 compounds, 0.29% hits;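 active means activation above its plate's cutoff, the mean activation of the plate's test wells plus 3 SD, cut at about 12% in these data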;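 further: 0% = DMSO only wells and 100% = carbachol wells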
Target sequence (Q8TDD5 whole entry, looked up): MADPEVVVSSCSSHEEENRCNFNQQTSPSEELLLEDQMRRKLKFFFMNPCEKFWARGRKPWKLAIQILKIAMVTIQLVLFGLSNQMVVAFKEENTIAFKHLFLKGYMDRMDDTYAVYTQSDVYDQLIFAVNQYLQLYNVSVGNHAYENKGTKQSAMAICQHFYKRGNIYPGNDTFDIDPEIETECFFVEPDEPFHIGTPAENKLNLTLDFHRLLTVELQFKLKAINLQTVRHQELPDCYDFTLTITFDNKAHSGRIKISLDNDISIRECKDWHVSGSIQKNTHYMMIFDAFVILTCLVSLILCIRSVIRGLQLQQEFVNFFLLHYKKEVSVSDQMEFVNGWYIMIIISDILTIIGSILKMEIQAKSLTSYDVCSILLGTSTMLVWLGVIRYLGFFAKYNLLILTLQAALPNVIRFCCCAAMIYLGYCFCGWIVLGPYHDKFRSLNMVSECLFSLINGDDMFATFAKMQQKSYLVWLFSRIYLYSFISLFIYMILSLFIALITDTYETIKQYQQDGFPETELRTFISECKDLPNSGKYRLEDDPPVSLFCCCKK
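Material: HEK293 cells stably carrying human TRPML3-YFP; compound dosing: single dose, 3 µM final nominal compound, 0.3% DMSO final; incubation: 1-h 37 °C dye load, 5-s basal, 120-s post-compound reads; technique: Fluo-8 intracellular calcium fluorescence, excitation 470-495 nm, emission 515-575 nm; read-out basis: percent activation from peak-to-basal fluorescence ratio, scaled between DMSO and carbachol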
Tb hexokinase: T. brucei hexokinase 1 inhibition | 220,000 compounds, 0.11% hits | recombinant TbHK1, G6PDH-coupled NADH A340 | inhibition, % at 10 µM;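 active means inhibition of 50% or more in the single-dose primary screen; inactive means inhibition below 50%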
m-calpain inh: blocks pig calpain II enzyme activity; AID 1236; inhibition, % at 16 µM; 220,000 compounds, 0.37% hits; purified calpain II, fluorogenic peptide substrate, 30 min;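 active means inhibition above about 50%, limit read from the data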
Furin inh: blocks human furin protease activity. P09958. purified furin, fluorogenic substrate cleavage. inhibition, % at 30 µM. 220,000 compounds, 0.061% hits; in the data active means inhibition above about 25%; further: inactives centre near -15
TRPN1 ag: agonists of zebrafish TRPN1 channel | HEK293 zebrafish TRPN1-YFP, Fluo-8 calcium fluorescence; 100% = response to 87 µM carbachol | activation, % at 3 µM | 220,000 compounds, 0.18% hits;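 active means activation above its plate's cutoff, the mean activation of test wells on that plate plus 3 SD, cut at about 19% in these data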;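 further: 0% = DMSO alone and 100% = 87 µM carbachol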
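System: zebrafish TRPN1-YFP in HEK293 cells / Dosing: 3 µM single point / Timing: dye loading 1 h at 37 °C, then 30 min room temperature / Signal: Fluo-8 calcium fluorescence, excitation 470-495 nm, emission 515-575 nm / Read-out basis: percent activation from peak over basal fluorescence ratio, control-normalized / Control set: high carbachol 87 µM, low DMSO alone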
Cl transport mod: modulates chloride dependent transport by human KCC2. Q9H2X9. KCC2 cells, thallium flux FluoZin-2 fluorescence. B-score of Tl+ flux slope (higher = more flux/activation; lower = inhibition) at 10 µM. 190,000 compounds, 2.2% hits. AID 1456;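 active means thallium flux slope and its plate-corrected score both differing from the plate sample mean at a set confidence after two filtering rounds, in either direction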;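 further: slope of fluorescence scaled to starting intensity during 10 to 20 s after thallium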
thrombin 1536: inhibitors of human thrombin; alpha-thrombin, Boc-VPR-AMC fluorogenic substrate cleavage; inhibition, % at 5 µM; 220,000 compounds, 0.26% hits; AID 1046;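 active means inhibition at or above 40%; inactive means inhibition below 40%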;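 further: 0% = enzyme with no compound and 100% = wells without enzyme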
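Test system: human alpha-thrombin protein / Dosing: one concentration per compound, 5 µM, with 0.2% DMSO / Medium: pH 7.5 Tris-saline with Tween 20 / Benchmarks: no-compound enzyme wells and no-enzyme blanks / Read-out basis: percent inhibition of thrombin substrate cleavage / Timing: reaction at room temperature / Measured by: fluorescence, ex 355 nm, em 460 nm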
* hit, by the source's call; i = inactive; nt = no result given; [ ] = dose if it differs, or a comment.

SMILES	EBV gp42 inh	PPC-1+TRAIL kill	TRPML3 agonist	Tb hexokinase	m-calpain inh	Furin inh	TRPN1 ag	Cl transport mod	thrombin 1536
O=C1C=CC2C(c3ccc4c(c3)OCO4)CC1N2Cc1ccccc1 (stereo not drawn)	-4	-23	0.5	-9	-62	-22	1.2	-0.83	0
Cc1ccc(S(=O)(=O)N2C3C=CC(C3)C2C(=O)O)cc1 (stereo not drawn)	-5	37	0.5	1	3	-13	1.9	0.89	2
COc1ccc(C(=O)C2CCCN(Cc3c[nH]c4ccccc34)C2)c(OC)c1 (stereo not drawn)	-9	24	0.4	5	-8	-18	1.3	0.27	-2
O=C(c1ccc(-c2ccc([N+](=O)[O-])cc2)o1)N1CCCCC1	-11	-32	0.2	11	25	16	0.0	-1.6	61*
NN1C(=O)/C(=C\c2ccco2)SC1=S	-10	3	0.2	20	17	-6	0.4	nt	-1
CCOc1ccc(CCNC(=O)c2cc3ccccn3n2)cc1OCC	9	8	0.9	3	7	-8	3.1	-0.2	9
O=C(Nc1nnc(C23CC4CC(CC(C4)C2)C3)s1)c1ccco1	-15	17	1.4	8	9	-29[20 µM]	0.5	2.3	-3
CCOC(=O)Cc1c(C)nc2cc(-c3ccc(C)cc3)[nH]n2c1=O	-4	27	-1.1	2	-29	-17[20 µM]	-1.6	0.67	4
COc1c(C)cc(C(=O)C2CCCN(C(=O)C3=C(C)OCCO3)C2)cc1C (stereo not drawn)	-23	-4	0.5	-5	-6	-12	1.2	1.6	-4
CC(C)C(NC(=O)c1ccccc1F)C(=O)NCCc1ccccn1 (stereo not drawn)	-13	12	0.3	6	28	-9	-0.9	-1.6	-1
CCOC(=O)C(=CNc1cc(C)ccc1-n1cccc1)C(=O)OCC	-6	-2	-1.8	-12	3	-17	-1.4	-1.5	1
NCCc1nnc(SCc2ccccc2F)o1	3	-8	0.3	7	-6	-6	-0.5	0.41	-5
Cc1cc(N)n(-c2ncnc3scc(-c4ccc(Cl)cc4)c23)n1	-7	7	0.1	-10	2	-16[20 µM]	0.2	0.026	0
Cc1cc(C(C)(C)C)oc1C(=O)N(CC(=O)NC1CCCC1)Cc1ccc(Cl)cc1	-9	1	1.4	-3	6	-20[20 µM]	2.3	nt	4
CCC(C)[C@H](N)c1nnc(SCC(=O)Nc2cccc(Cl)c2)o1 (stereo partly drawn)	-17	2	-0.2	10	-25	-5	1.4	-0.12	4
Cc1sc2ncnc(Nc3ccc(N4CCOCC4)cc3)c2c1-c1ccccc1	-5	14	0.1	-19	-22	-20	-0.2	-0.44	-4
COC(=O)c1cn(NC(=O)c2cccc(OC)c2)c(=O)c2ccccc12	-20	23	-0.5	0	0	-14[20 µM]	-1.8	0.16	5
O=C(Nc1ccc(Cl)c(Cl)c1)OCc1cccnc1	-20	30	1.1	-4	2	-6	1.5	nt	-7
CCNC(=S)Nc1cc(OCC)c(NC(=O)c2cccs2)cc1OCC	-3	-3	0.2	19	-120	1	0.7	0.43	-3
N#CC(C(=S)Nc1ccccc1)c1nc2ccccc2[nH]1 (stereo not drawn)	-9	17	0.3	-15	-21	-17	3.5	0.37	2
CCC(C)Sc1cc(C(F)(F)F)c(C(=O)Nc2ccc(Cl)cc2)cn1 (stereo not drawn)	0	20	2.8	1	3	-26	3.2	-0.061	-3
O=C(NCC1CCCO1)C1CCN(S(=O)(=O)c2cccc3nonc23)CC1 (stereo not drawn)	-5	-5	0.2	-1	-4	-1[20 µM]	1.6	1.1	-5
O=C(O)CN1C(=O)/C(=C/C=C/c2ccccc2)SC1=S	-7	33	0.6	-9	-18	-4	0.8	-0.34	5
Cc1cc(C)nc(S/C=C/C(=O)c2ccc(F)cc2)n1	-3	10	0.4	-7	26	-5	0.5	1.2	-11
Cc1nc2nc(-c3cccnc3)[nH]n2c(=O)c1Cc1ccccc1	-4	-12	0.6	-3	29	-19[20 µM]	0.1	0.38	4
c1nc(NC2CCCCC2)c2[nH]cnc2n1	-11	-9	0.4	-9	-7	-14	1.3	0.87	6
CNC(=S)N(Cc1cccs1)Cc1cc2cc(OC)c(OC)cc2[nH]c1=O	-3	0	0.5	0	-77	-9	-0.3	-0.82	1
COc1ccc(Br)cc1CNc1ccc(O)cc1	-12	24	-0.3	-2	-4	-4[20 µM]	-0.4	-1.8	-7
CCC1(N(C(C)=O)c2ccc(OC)cc2)C(=O)c2ccccc2C1=O	1	4	1.3	7	8	-7	1.2	nt	-11
CCOC(=O)c1sc(=S)n(-c2cc(OC)ccc2OC)c1N	-17	3	1.0	-10	13	-9	0.6	0.046	-6

7 of the compounds above, with two lines to a compound.
Results follow in this order: EBV gp42 inh, PPC-1+TRAIL kill, TRPML3 agonist, Tb hexokinase, m-calpain inh, Furin inh, TRPN1 ag, Cl transport mod, thrombin 1536
> COc1c(C)cc(C(=O)C2CCCN(C(=O)C3=C(C)OCCO3)C2)cc1C (stereo not drawn)
 : -23, -4, 0.5, -5, -6, -12, 1.2, 1.6, -4
> CC(C)C(NC(=O)c1ccccc1F)C(=O)NCCc1ccccn1 (stereo not drawn)
 : -13, 12, 0.3, 6, 28, -9, -0.9, -1.6, -1
> CCOC(=O)C(=CNc1cc(C)ccc1-n1cccc1)C(=O)OCC
 : -6, -2, -1.8, -12, 3, -17, -1.4, -1.5, 1
> NCCc1nnc(SCc2ccccc2F)o1
 : 3, -8, 0.3, 7, -6, -6, -0.5, 0.41, -5
> Cc1cc(N)n(-c2ncnc3scc(-c4ccc(Cl)cc4)c23)n1
 : -7, 7, 0.1, -10, 2, -16[20 µM], 0.2, 0.026, 0
> Cc1cc(C(C)(C)C)oc1C(=O)N(CC(=O)NC1CCCC1)Cc1ccc(Cl)cc1
 : -9, 1, 1.4, -3, 6, -20[20 µM], 2.3, nt, 4
> CCC(C)[C@H](N)c1nnc(SCC(=O)Nc2cccc(Cl)c2)o1 (stereo partly drawn)
 : -17, 2, -0.2, 10, -25, -5, 1.4, -0.12, 4

Carrying on.
SMILES	EBV gp42 inh	PPC-1+TRAIL kill	TRPML3 agonist	Tb hexokinase	m-calpain inh	Furin inh	TRPN1 ag	Cl transport mod	thrombin 1536
O=C(Nc1ccc(F)cc1F)N1CCN(c2ncccn2)CC1	-8	13	0.3	-3	-6	-7	0.7	0.27	-7
Cc1cc(NC(=O)c2ccc(Cl)cc2)c(C)cc1O	3	33	-0.2	-1	3	-16	0.3	0.21	3
O=C1c2ccccc2C(=O)c2c1ccc1c(=O)n(C3CCCCC3)[nH]c21	-24	9	0.6	-16	29	-11[20 µM]	0.4	2.4	5
O=C(CSc1ncc(-c2ccc(F)cc2)[nH]1)NCc1ccco1	30	-12	-0.4	9	-1	-33	-0.5	0.045	-6
COc1ccc(S(=O)(=O)N(C)C2CCS(=O)(=O)C2)cc1OC (stereo not drawn)	-15	22	0.9	8	-14	-13[20 µM]	-0.9	nt	-4
CCN(CC)S(=O)(=O)c1cccc(C(=O)Nc2nc3cc4c(cc3s2)OCCO4)c1	-6	14	2.1	-23	-125	-17	5.9	-1.6	4
CCOc1ccc(N2C(=O)/C(=C/c3ccco3)N(C)C2=S)cc1	-22	16	1.1	-14	-2	-12	1.2	0.5	0
COCCNC(=O)Nc1ccc2nc(C)sc2c1	-19	11	0.4	4	-26	-14[20 µM]	1.0	0.57	1
CCOC(=O)CSc1nc2c(c(=O)[nH]c(=O)n2C)n1C/C=C(/C)Cl	-23	9	0.0	38	9	-7	1.2	-0.033	-8
CC(/C=C/c1ccccc1)=N\NC(=O)c1ccc(Br)cc1	-5	23	0.8	-11	-36	-29	-1.4	8.2*	6
CN(c1ccccc1)S(=O)(=O)c1ccc(C(=O)OCC(=O)NC(N)=O)cc1	-20	8	0.7	-7	-4	-23	1.2	0.64	2
C/C(=N\NC(=O)COc1ccc(C)cc1C(C)C)c1ccc(-n2ccnc2)cc1	-10	24	0.7	8	-2	-21	0.4	-1.1	-12
CCOc1cc(C)c(S(=O)(=O)NC2CCCCC2)cc1C	11	-35	-0.3	1	48	-22[20 µM]	-1.1	0.6	-5
COc1ccccc1NC(=O)c1ccc(NC(=O)COC(=O)C(C)C)cc1	-32	14	-0.5	-4	16	-14	1.4	0.14	-12
COCCN(C(=O)c1ccco1)C(C(=O)NC1CCCC1)c1cccs1 (stereo not drawn)	-6	15	0.7	2	3	-17[20 µM]	-3.1	0.66	0
COc1ccc(C(=O)OCCNC(=O)c2c(Cl)nc3ccccn23)cc1	-9	-18	0.7	-3	-16	-13	1.1	0.24	-1
COc1ccccc1NC(=O)C1CCCCC1	8	9	0.5	4	8	-22[20 µM]	-0.2	-0.14	-3
CCS(=O)(=O)c1ccc(O)c(NC(=O)COc2ccc(OC)cc2)c1	-7	23	0.8	1	-5	-29	1.5	-0.0094	0
CC(C)Cn1c(-c2ccc(C#N)cc2)nc2c1c(=O)[nH]c(=O)n2CC(C)C	-8	1	0.0	-10	i	-39[20 µM]	-0.5	nt	-3
COC(=O)C1=NN(c2cccc(C)c2)C2C(=O)N(c3ccccc3OC)C(=O)C12 (stereo not drawn)	2	-5	0.4	-22	-1	-7	-0.8	0.058	-7
COc1ccc(N2CCN(C(CNC(=O)C(=O)NCc3ccncc3)c3ccco3)CC2)cc1 (stereo not drawn)	-8	13	0.5	-2	-21	-11	3.6	0.058	-1
CCC(C)NCCCCOc1ccc(C)cc1[N+](=O)[O-] (stereo not drawn)	-1	9	0.4	-3	9	-7	0.2	1.2	1
CCCOc1ccc(C(=O)NCCCn2ccnc2)cc1	-15	14	0.5	14	13	-7	-0.3	0.18	1
CCCCN1CC(C(=O)NC2CCCCC2)CC1=O (stereo not drawn)	-22	-17	0.4	-4	12	-11	0.8	nt	7
CCOC(=O)c1cnc2nc(COc3ccccc3)[nH]n2c1=O	9	0	0.6	2	-46	-12[20 µM]	-0.2	1.3	-1
CCOc1ccc(N=C2NC(=O)S/C2=C\c2ccc(O)cc2)cc1	37	-20	1.6	-9	-44	-9[20 µM]	1.2	1.7	7
C=CCN(CC=C)C(=S)NC(=O)Cc1cccc2ccccc12	-2	-6	-0.3	8	-41	-19	-2.5	nt	-5
COc1cc2c(cc1OC)CN(c1nc(CN3CCOCC3)nc3sc4c(c13)CCCC4)CC2	21	-8	-0.6	-16	-26	-21	0.3	-1.3	-4
C/C=C/C(=O)N1CC2(CC(c3cccc(NC(=O)COc4ccc(Cl)cc4)c3)=NO2)C[C@@H]1C(N)=O (stereo partly drawn)	-17	22	nt	-16	22	-19	nt	-0.22	-1
O=C(Nc1nnc(C(F)(F)F)s1)c1ccc(Br)s1	4	9	19*	-15	-109	-29	29*	-0.98	-3
Nc1nc(NCCN2CCOCC2)nc(NCc2ccccc2)c1[N+](=O)[O-]	-4	-2	0.5	-63	8	7	1.1	-1	5
CCC(=O)NC(Nc1c(C)n(C)n(-c2ccccc2)c1=O)C(Cl)(Cl)Cl (stereo not drawn)	2	20	0.3	4	9	-9	0.0	0.76	3
Cc1nn(CC2CC2)c(=O)n1N(C)c1ncc(C(F)(F)F)cc1Cl	2	-8	1.0	-5	-39	-22	-0.1	-0.78	7
C=CCn1c(=O)[nH]c2cc(C(=O)N3CC=C(c4ccccc4)CC3)ccc2c1=O	-8	6	0.0	1	-60	-14	-1.2	0.38	-6
